Bioassay records as filed in PubChem.
ADAM10 inh: inhibits human ADAM10 | 0.62% of 370,000 active | recombinant ADAM10, EDANS/DABCYL FRET peptide cleavage, 3 h | AID 720582 | inhibition, % at 7 µM;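 active means inhibition above a per-campaign cutoff equal to the mean of compounds falling between control-based bounds plus 3 SD, cut at about 20% in these data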;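 further: 0% = DMSO wells while the 100% control is not disclosed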
Target sequence (O14672 214-748 limits assumed): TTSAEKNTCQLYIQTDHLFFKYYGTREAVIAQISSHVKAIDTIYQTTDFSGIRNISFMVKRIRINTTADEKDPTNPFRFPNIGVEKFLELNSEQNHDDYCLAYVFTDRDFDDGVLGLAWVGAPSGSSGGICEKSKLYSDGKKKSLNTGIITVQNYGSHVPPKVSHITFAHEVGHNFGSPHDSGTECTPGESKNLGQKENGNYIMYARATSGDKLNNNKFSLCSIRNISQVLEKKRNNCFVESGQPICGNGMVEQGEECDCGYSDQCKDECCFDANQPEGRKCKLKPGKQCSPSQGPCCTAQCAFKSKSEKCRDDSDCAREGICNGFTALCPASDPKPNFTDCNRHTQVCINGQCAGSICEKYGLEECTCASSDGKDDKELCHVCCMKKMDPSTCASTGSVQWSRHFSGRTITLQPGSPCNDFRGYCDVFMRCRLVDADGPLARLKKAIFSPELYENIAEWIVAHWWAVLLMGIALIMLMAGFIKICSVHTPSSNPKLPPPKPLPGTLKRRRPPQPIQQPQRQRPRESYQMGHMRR
DDE Tn7 FP inh: disrupts Tn7 cyclic peptide binding to fibrin D-Dimer-E complex; P02675; FP displacement of FITC-Tn7 peptide from fibrin DD(E); 0% = median of compound wells per plate; inhibition, % at 8.3 µM; 0.13% of 370,000 active; AID 720508;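 active means inhibition above the mean of compounds falling within the control limits plus 3 SD of them, cut at about 14% in these data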;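 further: 0% = plate median of compound wells and 100% = 10 µM Aha-Tn7 peptide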
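assay system = human clot-derived fibrin DD(E) complex | quantity = Fibrin-DD(E) at 2 µM final | timing = 10 min preincubation, 3 h with tracer, room temperature | signal = fluorescence polarization | measure = percent inhibition | benchmarks = high control wells with 10 µM unlabelled Aha-Tn7 peptide (full inhibition) | replicates = singlicate testing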
ARFGAP1 inhibitor: inhibits rat ARF GTPase activating protein 1 | Q62848 | Arfgap1-stimulated ARF1 GTP hydrolysis, GDP FP detection | inhibition, % at 16.5 µM | 0.26% of 360,000 active | AID 651572;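 active means inhibition above a per-plate limit, mean inhibition of low control wells plus 3 SD, cut at about 25% in these data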;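 further: 0% = DMSO wells with enzyme and 100% = wells lacking Arfgap1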
Target sequence (Q62848 1-136 limits assumed): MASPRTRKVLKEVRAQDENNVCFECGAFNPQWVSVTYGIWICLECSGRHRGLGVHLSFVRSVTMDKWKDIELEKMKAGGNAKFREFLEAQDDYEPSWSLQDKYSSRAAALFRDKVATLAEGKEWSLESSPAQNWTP
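material = rat Arfgap1 catalytic domain, aa 1-136 | also added = human ARF1(Δ1-17)-GTP substrate | compound dosing = one concentration, 16.5 µM, DMSO 1.26% | times = GTP hydrolysis reaction 2 h at 25 °C | measured by = FP, GDP Alexa 633 tracer displaced from anti-GDP antibody, 620/688 nm | evaluation = percent inhibition of Arfgap1-stimulated GTP hydrolysis | replication = single well per compound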
TDP2 inh: blocks human TDP2 phosphodiesterase activity; recombinant TDP2, T5PNP hydrolysis, p-nitrophenol absorbance 415 nm; inhibition, % at 12.8 µM; 0.34% of 370,000 active;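 active means inhibition above the mean of all tested compounds plus 3 SD, set per campaign, cut at about 25% in these data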;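 further: 0% = DMSO with enzyme and 100% = buffer with substrate but no TDP2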
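Test system: Human TDP2 enzyme | Reagent: 5 mM T5PNP | Compound dosing: 12.8 µM single point, 1% DMSO | Incubation: Enzyme reaction with compound for 2 h at 37 °C | Technique: p-Nitrophenol epi absorbance | Read-out: % inhibition relative to enzyme-containing and enzyme-free wells | Benchmarks: High control without enzyme, low control DMSO plus TDP2 | Replicates: Singlicate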
PLCg1 inh: blocks human PLC-gamma1 enzyme activity; AID 720700; purified PLC-gamma1, fluorogenic substrate, fluorescence; P19174; 0.84% of 370,000 active; inhibition, % at 12.2 µM; in the data active means inhibition above about 9.5%
LEDGF integ inh: blocks HIV-1 LEDGF/p75-dependent DNA integration. TR-FRET IN-LEDGF/p75 DNA integration, Eu/Cy5. 0.64% of 370,000 active. inhibition, % at 3.7 µM;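 active means inhibition above the screen-wide mean plus 3 SD, cut at about 13% in these data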;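 further: signal is the Cy5 over europium emission ratio at 671 and 618 nm; 0% = plate median of compound wells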
ASAP1 GAP inh: inhibitors of human ASAP1 ArfGAP activity. ASAP1-stimulated ARF1 GTP hydrolysis, GDP FP detection. inhibition, % at 16.5 µM. 0.19% of 360,000 active. AID 624377; in the data active means inhibition above about 25%;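 further: 0% = vehicle with enzyme and substrate and 100% = no enzyme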
Target sequence (Q9ULH1 325-724 limits assumed): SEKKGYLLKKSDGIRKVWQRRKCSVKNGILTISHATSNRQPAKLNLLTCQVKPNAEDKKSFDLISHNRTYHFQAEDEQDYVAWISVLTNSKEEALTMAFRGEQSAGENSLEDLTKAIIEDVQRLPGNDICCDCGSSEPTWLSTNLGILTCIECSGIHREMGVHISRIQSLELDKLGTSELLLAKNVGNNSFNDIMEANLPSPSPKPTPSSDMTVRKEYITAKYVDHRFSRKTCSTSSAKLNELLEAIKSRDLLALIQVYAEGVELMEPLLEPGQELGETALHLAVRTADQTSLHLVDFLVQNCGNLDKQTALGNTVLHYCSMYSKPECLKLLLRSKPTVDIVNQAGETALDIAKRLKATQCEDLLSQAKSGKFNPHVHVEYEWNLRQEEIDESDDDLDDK
Tn6 DDE FP: disrupts Tn6 cyclic peptide binding to fibrin D-Dimer-E complex; P02675; Fibrin DD(E) TRITC-Tn6 fluorescence polarization displacement; inhibition, % at 8.3 µM; 0.21% of 370,000 active; AID 720509;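 active means inhibition above a per-campaign cutoff: mean of compounds within control limits plus 3 SD, cut at about 15% in these data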;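 further: 0% = median of all compound wells on the plate and 100% = blocking peptide control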
proKLK7 act: activates the human kallikrein-7 zymogen; 0.9% of 370,000 active; purified proKLK7, EDANS-DABCYL substrate fluorescence; 100% is mature enzyme control, 0% vehicle; activation, % at 7 µM;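 active means activation above the mean of all tested compounds plus 3 SD, computed per campaign excluding outliers beyond control limits, cut at about 13% in these data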
ADAM17 inh: inhibits human ADAM17; P78536; recombinant ADAM17, EDANS/DABCYL FRET peptide cleavage; inhibition, % at 6.95 µM; 0.83% of 370,000 active;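 active means inhibition above the mean of compounds lying between control limits plus 3 SD, set per campaign, cut at about 8.5% in these data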;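 further: 0% = DMSO-only wells as the low control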
* hit, by the source's call.

For O=C(CNc1cc(S(=O)(=O)N2CCOCC2)ccc1NCC1CCCO1)Nc1ccc(C(F)(F)F)cc1 (configuration not stated) the results were ADAM10 inh -6.8, DDE Tn7 FP inh -1.8, ARFGAP1 inhibitor 4.5, TDP2 inh 4.0, PLCg1 inh -5.3, LEDGF integ inh -1.8, ASAP1 GAP inh -5.3, Tn6 DDE FP -3.0, proKLK7 act -0.5 and ADAM17 inh -3.8.
O=C(O)CCCC(=O)NCc1ccccn1 was read as ADAM10 inh 5.5, DDE Tn7 FP inh 4.1, ARFGAP1 inhibitor 4.9, TDP2 inh -2.1, PLCg1 inh 1.2, LEDGF integ inh -1.9, ASAP1 GAP inh -4.2, Tn6 DDE FP 5.0, proKLK7 act -0.3 and ADAM17 inh -5.2.
Screening CCN=C1SC(CC(N)=O)C(=O)N1CC (configuration not stated) returned ADAM10 inh -6.6, DDE Tn7 FP inh -2.9, ARFGAP1 inhibitor 3.7, TDP2 inh 7.3, PLCg1 inh 2.5, LEDGF integ inh -3.1, ASAP1 GAP inh 0.6, Tn6 DDE FP -4.9, proKLK7 act -0.1 and ADAM17 inh -2.6.
CSc1ccc(CN(C)C(=O)CSCC(=O)Nc2cc(C)on2)cc1 was read as ADAM10 inh 1.0, DDE Tn7 FP inh -2.9, ARFGAP1 inhibitor 14.2, TDP2 inh 2.6, PLCg1 inh -1.0, LEDGF integ inh -0.1, ASAP1 GAP inh -9.1, Tn6 DDE FP 10.3, proKLK7 act 0.1 and ADAM17 inh -4.3.
CCOC(=O)CCc1c(C)c2ccc(OCc3cc([N+](=O)[O-])ccc3OC)cc2oc1=O was read as ADAM10 inh -4.9, DDE Tn7 FP inh -1.7, ARFGAP1 inhibitor 9.1, TDP2 inh 6.7, PLCg1 inh 1.4, LEDGF integ inh -6.1, ASAP1 GAP inh -2.2, Tn6 DDE FP -3.3, proKLK7 act -1.0 and ADAM17 inh -3.6.
For CC1CCCCC1NC(=O)COC(=O)/C=C/c1ccco1 (configuration not stated) the results were ADAM10 inh -8.2, DDE Tn7 FP inh 1.8, ARFGAP1 inhibitor -6.4, TDP2 inh 1.2, PLCg1 inh -1.2, LEDGF integ inh -3.4, ASAP1 GAP inh 5.7, Tn6 DDE FP -3.4, proKLK7 act -0.5 and ADAM17 inh -4.2.
CCCCCOc1ccc(C(=O)NCCC(=O)NCCCC(=O)OCC)cc1 was read as ADAM10 inh 3.7, DDE Tn7 FP inh -3.8, ARFGAP1 inhibitor 4.7, TDP2 inh 10.1, PLCg1 inh 4.8, LEDGF integ inh 1.2, ASAP1 GAP inh -15.1, Tn6 DDE FP 5.3, proKLK7 act 0.6 and ADAM17 inh 0.0.
CCOc1cc(C(=O)Nc2ccc(C)cc2C)ccc1OCC(=O)N1CCCCC1 was read as ADAM10 inh 0.8, DDE Tn7 FP inh -4.6, ARFGAP1 inhibitor 10.8, TDP2 inh 4.3, PLCg1 inh 5.4, LEDGF integ inh 0.4, ASAP1 GAP inh 9.0, Tn6 DDE FP 3.0, proKLK7 act 0.4 and ADAM17 inh 2.0.
`CC1(C)C([N+](=O)[O-])C(c2ccc(F)cc2)NC(c2ccc(F)cc2)C1[N+](=O)[O-]` (configuration not stated) gave ADAM10 inh 6.0, DDE Tn7 FP inh -1.6, ARFGAP1 inhibitor 12.5, TDP2 inh 5.1, PLCg1 inh 2.1, LEDGF integ inh -2.7, ASAP1 GAP inh 1.9, Tn6 DDE FP -1.7, proKLK7 act 0.1 and ADAM17 inh 5.0.
Screening CN(NC1OC(=O)c2ccccc21)c1ccc(C(F)(F)F)cc1[N+](=O)[O-] (configuration not stated) returned ADAM10 inh -4.9, DDE Tn7 FP inh 0.8, ARFGAP1 inhibitor -6.0, TDP2 inh 5.7, PLCg1 inh 1.6, LEDGF integ inh -0.5, ASAP1 GAP inh -2.9, Tn6 DDE FP 5.8, proKLK7 act -0.1 and ADAM17 inh -3.3.
For CC1CC(=O)N(c2ccc(NCCc3ccc(O)cc3)c([N+](=O)[O-])c2)C1=O (configuration not stated) the results were ADAM10 inh 12.7, DDE Tn7 FP inh -9.2, ARFGAP1 inhibitor -5.7, TDP2 inh -2.1, PLCg1 inh 3.8, LEDGF integ inh 0.6, ASAP1 GAP inh 18.4, Tn6 DDE FP -4.3, proKLK7 act 0.0 and ADAM17 inh 2.2.
Screening CC(=O)c1cccc(NC(=O)C(C)N2CCc3ccccc3C2)c1 (configuration not stated) returned ADAM10 inh 5.7, DDE Tn7 FP inh -1.4, ARFGAP1 inhibitor -12.9, TDP2 inh -2.8, PLCg1 inh 1.9, LEDGF integ inh 5.2, ASAP1 GAP inh 6.4, Tn6 DDE FP -4.6, proKLK7 act -0.3 and ADAM17 inh 0.2.
Screening C#CCn1cc(/C=C2\NC(=O)NC2=O)c2ccccc21 returned ADAM10 inh -0.2, DDE Tn7 FP inh -1.2, ARFGAP1 inhibitor -13.2, TDP2 inh -17.8, PLCg1 inh -1.5, LEDGF integ inh -0.8, ASAP1 GAP inh -9.3, Tn6 DDE FP 10.9, proKLK7 act -1.0 and ADAM17 inh -0.1.
For Cc1nn(C)c(C(=O)Nc2ccc3c(c2)OCO3)c1[N+](=O)[O-] the results were ADAM10 inh -6.5, DDE Tn7 FP inh 1.4, ARFGAP1 inhibitor 2.3, TDP2 inh -4.4, PLCg1 inh -0.6, LEDGF integ inh -1.5, ASAP1 GAP inh -7.3, Tn6 DDE FP 4.0, proKLK7 act 0.0 and ADAM17 inh -1.3.
Cc1nc2ccc(NC(=O)CS(=O)(=O)c3ccccc3)cc2s1 was read as ADAM10 inh -4.6, DDE Tn7 FP inh 9.7, ARFGAP1 inhibitor -7.3, TDP2 inh 15.8, PLCg1 inh -0.2, LEDGF integ inh 1.0, ASAP1 GAP inh 11.3, Tn6 DDE FP -5.5, proKLK7 act -0.1 and ADAM17 inh -0.5.

A portion of the results above, for reference:
For CC1CC(=O)N(c2ccc(NCCc3ccc(O)cc3)c([N+](=O)[O-])c2)C1=O (configuration not stated) the results were ADAM10 inh 12.7, DDE Tn7 FP inh -9.2, ARFGAP1 inhibitor -5.7, TDP2 inh -2.1, PLCg1 inh 3.8, LEDGF integ inh 0.6, ASAP1 GAP inh 18.4, Tn6 DDE FP -4.3, proKLK7 act 0.0 and ADAM17 inh 2.2.
Screening CC(=O)c1cccc(NC(=O)C(C)N2CCc3ccccc3C2)c1 (configuration not stated) returned ADAM10 inh 5.7, DDE Tn7 FP inh -1.4, ARFGAP1 inhibitor -12.9, TDP2 inh -2.8, PLCg1 inh 1.9, LEDGF integ inh 5.2, ASAP1 GAP inh 6.4, Tn6 DDE FP -4.6, proKLK7 act -0.3 and ADAM17 inh 0.2.

Remaining list, next part:
For COc1cc2c(cc1OC)C(C(=O)NCCN(C)C)C(c1cccs1)N(C)C2=O (configuration not stated) the results were ADAM10 inh 1.6, DDE Tn7 FP inh 0.9, ARFGAP1 inhibitor 10.6, TDP2 inh 12.4, PLCg1 inh 0.1, LEDGF integ inh -4.4, ASAP1 GAP inh -8.0, Tn6 DDE FP 1.0, proKLK7 act -0.2 and ADAM17 inh -4.2.
`CC(C)[C@H](NC(N)=O)C(=O)NNC(=O)COc1cccc(C(F)(F)F)c1` gave ADAM10 inh 0.6, DDE Tn7 FP inh -4.5, ARFGAP1 inhibitor 15.7, TDP2 inh 3.3, PLCg1 inh 2.3, LEDGF integ inh 4.2, ASAP1 GAP inh -6.2, Tn6 DDE FP -2.8, proKLK7 act -0.6 and ADAM17 inh 0.4.
For COc1ccc2cc(OCC(=O)NNC(=O)Nc3ccc(C(C)=O)cc3)ccc2c1 the results were ADAM10 inh -6.6, DDE Tn7 FP inh 1.6, ARFGAP1 inhibitor 21.1, TDP2 inh 20.0, PLCg1 inh -11.2, LEDGF integ inh -5.9, ASAP1 GAP inh 7.1, Tn6 DDE FP -15.8, proKLK7 act -1.1 and ADAM17 inh -3.3.
`CC1Cc2ccccc2N1C(=O)CSc1nnc(C2CC2)n1C` (configuration not stated) gave ADAM10 inh 2.9, DDE Tn7 FP inh 4.8, ARFGAP1 inhibitor 3.3, TDP2 inh -5.9, PLCg1 inh -1.1, LEDGF integ inh 1.5, ASAP1 GAP inh -11.4, Tn6 DDE FP -7.9, proKLK7 act 0.0 and ADAM17 inh -1.9.
For CC(C)(C)Cc1c(C2CCCCC2)nc2ccc(Cl)cn12 the results were ADAM10 inh -9.9, DDE Tn7 FP inh -6.4, ARFGAP1 inhibitor 6.0, TDP2 inh 1.7, PLCg1 inh 0.4, LEDGF integ inh -3.5, ASAP1 GAP inh 4.5, Tn6 DDE FP 2.4, proKLK7 act -0.3 and ADAM17 inh -5.2.
Cc1ccc(S(=O)(=O)Cn2cnnn2)cc1 was read as ADAM10 inh 2.7, DDE Tn7 FP inh -3.6, ARFGAP1 inhibitor 14.9, TDP2 inh -10.9, PLCg1 inh 3.8, LEDGF integ inh -1.1, ASAP1 GAP inh 5.1, Tn6 DDE FP -11.5, proKLK7 act -0.2 and ADAM17 inh -3.5.
For CC(C)NC(=O)c1cc(C2CCCCN2S(=O)(=O)c2cccc3cccnc23)on1 (configuration not stated) the results were ADAM10 inh -1.8, DDE Tn7 FP inh 6.0, ARFGAP1 inhibitor 5.4, TDP2 inh -6.9, PLCg1 inh 1.3, LEDGF integ inh 0.3, ASAP1 GAP inh 2.3, Tn6 DDE FP 7.8, proKLK7 act 0.0 and ADAM17 inh 2.8.
CCC(NC(=O)c1ccc([N+](=O)[O-])cc1[N+](=O)[O-])c1ccccc1 (configuration not stated) was read as ADAM10 inh 3.8, DDE Tn7 FP inh -3.7, ARFGAP1 inhibitor 5.0, TDP2 inh 6.8, PLCg1 inh 1.8, LEDGF integ inh -0.9, ASAP1 GAP inh 1.3, Tn6 DDE FP 8.4, proKLK7 act 0.8 and ADAM17 inh -2.2.
For CC(C)(C)C(=O)Nc1ccc(C(=O)CSc2nnc(C3CC3)n2C2CC2)cc1 the results were ADAM10 inh -9.1, DDE Tn7 FP inh -1.1, ARFGAP1 inhibitor -7.3, TDP2 inh 5.0, PLCg1 inh 5.8, LEDGF integ inh -4.2, ASAP1 GAP inh -1.1, Tn6 DDE FP -2.4, proKLK7 act 0.2 and ADAM17 inh -1.3.
